# Compound activity (PubChem)
# SENP7 block: SENP7 protease inhibition; Q9BQF6; recombinant SENP7, Z-RLRGG-aminoluciferin luminescence, 40 min; inhibition, % at 5 µM; actives 1.5% (n = 330,000);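 active = inhibition above about 50% at the single test dose, limit read from the data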;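 note: plate controls were DMSO with enzyme for no effect and no enzyme buffer wells for full effect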
# Target sequence (Q9BQF6 706-1050 limits assumed): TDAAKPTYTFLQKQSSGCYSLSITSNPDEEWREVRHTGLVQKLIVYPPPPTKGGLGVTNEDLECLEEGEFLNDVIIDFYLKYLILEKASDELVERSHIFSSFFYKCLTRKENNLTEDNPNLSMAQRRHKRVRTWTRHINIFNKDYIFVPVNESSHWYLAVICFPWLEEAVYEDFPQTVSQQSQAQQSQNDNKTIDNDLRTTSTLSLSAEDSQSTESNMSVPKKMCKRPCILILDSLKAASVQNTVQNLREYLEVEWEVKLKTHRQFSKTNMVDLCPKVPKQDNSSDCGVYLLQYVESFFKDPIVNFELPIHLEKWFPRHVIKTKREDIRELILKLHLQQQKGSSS
# MPTP inh: inhibitors of mitochondrial permeability transition pore; actives 1.4% (n = 360,000); AID 602449; isolated mouse mitochondria, Ca2+ swelling absorbance, 30 min; inhibition, % at 10 µM;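 active = inhibition of 50% or more, scaled per plate between neutral and stimulator controls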;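 note: 0% = DMSO wells given calcium and 100% = 1 mM EGTA wells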
# ATG4B inh: ATG4B (human) cysteine protease inhibition. Q9Y4P1. ATG4B cleavage of LC3-PLA2, NBD-HPC fluorescence, 1 h. inhibition, % at 8.33 µM. actives 0.51% (n = 340,000). AID 504462; in the data active = inhibition above about 40%
# Target sequence (Q9Y4P1 whole entry, looked up): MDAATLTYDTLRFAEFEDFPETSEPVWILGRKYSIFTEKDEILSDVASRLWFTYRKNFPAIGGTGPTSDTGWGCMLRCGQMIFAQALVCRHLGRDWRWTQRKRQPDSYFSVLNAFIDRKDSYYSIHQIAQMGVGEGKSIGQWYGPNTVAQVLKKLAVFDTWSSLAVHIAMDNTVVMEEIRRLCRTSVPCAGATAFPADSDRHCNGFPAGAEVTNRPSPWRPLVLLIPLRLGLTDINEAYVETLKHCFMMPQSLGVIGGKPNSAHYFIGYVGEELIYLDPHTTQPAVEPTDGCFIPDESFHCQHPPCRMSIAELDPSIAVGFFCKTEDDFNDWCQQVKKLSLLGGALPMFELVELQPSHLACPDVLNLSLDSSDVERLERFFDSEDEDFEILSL
# SENP8 block: SENP8 (human) protease inhibition; inhibition, % at 20 µM; actives 0.64% (n = 360,000); recombinant SENP8, Nedd8 substrate fluorescence; in the data active = inhibition mostly above about 40%, no sharp cut-off; inactive = mostly below about 27%
# Target sequence (Q96LD8 whole entry, looked up): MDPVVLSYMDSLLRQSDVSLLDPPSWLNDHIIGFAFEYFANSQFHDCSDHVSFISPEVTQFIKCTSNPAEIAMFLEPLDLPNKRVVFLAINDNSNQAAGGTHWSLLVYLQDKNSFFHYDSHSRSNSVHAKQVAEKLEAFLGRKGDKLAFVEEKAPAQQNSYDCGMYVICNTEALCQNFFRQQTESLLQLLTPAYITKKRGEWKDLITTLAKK
# PfG6PD inh: PfG6PD (Plasmodium falciparum) enzyme inhibition | PfGluPho enzyme, NADPH resazurin-diaphorase fluorescence | inhibition, % at 20 µM | actives 0.78% (n = 350,000) | AID 504690;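 active = inhibition reaching at least a set limit at 20 µM in the primary screen, cut at about 59% in these data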;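 note: 0% = DMSO wells with substrate and 100% = DMSO wells lacking glucose-6-phosphate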
# GRIN3A LBD mod: modulators (binders) of human NR3A ligand-binding domain. NR3A LBD differential scanning fluorimetry, Tm shift; 0% = protein alone, 100% = glycine-bound protein. Tm shift relative to glycine control, % at 25 µM. actives 2.5% (n = 340,000). AID 1259313;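 active = melting temperature shift of at least 10% of the positive control shift, at one fixed dose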
# SENP6 block: inhibitors of human SENP6 protease. Recombinant SENP6 catalytic domain, aminoluciferin luminescence. inhibition, % at 10 µM. actives 1.8% (n = 330,000);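 active = inhibition above about 50% at the single tested dose, limit read from the data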;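 note: plate controls were DMSO wells with enzyme for no effect and DMSO wells lacking enzyme for full effect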
# HKDC1 inhibitor: HKDC1 (human) hexokinase inhibition. actives 0.16% (n = 340,000). Q2TB90. recombinant HKDC1, G6PDH/diaphorase resazurin coupled fluorescence. inhibition, % at 20 µM;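 active = inhibition above about 35% when tested at 20 µM, limit read from the data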;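 note: plate controls were DMSO wells with enzyme for no effect and DMSO wells lacking enzyme for full effect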
#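 Assay system – recombinant HKDC1 (HK5) hexokinase enzyme, produced in-house · Input – HKDC1 at 5 µg/mL · Reagent – glucose plus 1 mM ATP as hexokinase substrates · Timing – 90 min reaction incubation at room temperature, dark · Measured by – G6PDH/diaphorase-coupled fluorescence, 1 mM NADP, 100 µM resazurin, 525/613 nm · Benchmarks – DMSO-enzyme wells negative, buffer-substituted wells positive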
# The depositor's hits bear a star; i = inactive; . = no result given.
# Screens in order: SENP7 block	MPTP inh	ATG4B inh	SENP8 block	PfG6PD inh	GRIN3A LBD mod	SENP6 block	HKDC1 inhibitor
- O=C(O)CCc1ccc(-c2ccccc2)n1CC(=O)O
 : -2	-0.8	-2	-87	-7	-1	18	-1
- O=C(Nc1ccc(N2CCOCC2)nc1)c1ccc(Cl)cc1
 : -1	1.7	-6	16	-8	1	-4	-2
- CCCc1c(C(=O)N2CCN(c3ccccc3OC)CC2)cnn1-c1ccccc1
 : 7	2.4	-1	14	-7	0	-2	2
- Fc1ccc(-n2nnc(-c3ccccc3Cl)n2)cc1
 : 2	0.5	0	-1	17	0	1	-4
- CCOC(=O)c1c(C)[nH]c(C(=O)COC(=O)c2[nH]c(C)c(C(C)=O)c2C)c1C
 : 10	12	-3	8	-1	-12	-1	-14
- S=c1nc(-c2ccccc2Br)[nH][nH]1
 : 6	-0.3	-4	3	9	0	-14	-8
- CC(C)(C)n1nc2c(c1NC(=O)c1cc3ccccc3o1)CS(=O)(=O)C2
 : 5	-0.3	-7	1	1	-2	-9	-3
- COc1ccc(S(=O)(=O)N2CCCC2CNC(=O)C(=O)NCc2ccccc2Cl)cc1 (stereo not drawn)
 : -3	-1.0	-4	8	10	0	5	-2
- CCc1nnc2sc(-c3ccc(NC(=O)CSc4ccc(Cl)cc4)cc3)nn12
 : 6	-6.1	-3	-300	-1	0	-16	-3
- Cc1ccc(C(=O)Nc2nc3c(s2)CCCC3)o1
 : 93*	-1.6	0	-54	12	0	94*	1
- Cc1c(C(=O)Nc2ccccc2C(=O)N2CCCC2)cccc1[N+](=O)[O-]
 : -9	-1.1	4	13	-19	0	-23	-8
- CCC(=O)c1cn(CC(=O)Nc2ccccc2F)c2ccccc12
 : -15	-0.5	-4	5	-3	-2	11	-10
- Cc1ccc(NC(=O)CCC(=O)OCCCC(F)(F)C(F)(F)F)cc1
 : -1	1.8	1	18	9	-3	-8	2
- NCCCC[C@H]1CNC(=O)C(=O)N1CCCCC1CCCCC1
 : -7	-0.3	-14	19	-2	3	-10	-2
- CC1Cc2nc(SCC(=O)c3ccccc3)n(Cc3ccccc3)c(=O)c2S1 (stereo not drawn)
 : 18	1.6	-7	14	14	8	-12	-5
- CCn1c(CNC(=O)c2ccco2)nnc1SCC(=O)Nc1cc(C)c(C)cc1Br
 : -9	3.1	-5	12	2	-3	-1	-10
- COc1ccc(C(=O)O)cc1S(=O)(=O)NCCc1ccccn1
 : 5	0.7	-7	27	-14	1	-27	-9
- CS(=O)(=O)N(CC(=O)Nc1ccc2c(c1)OCO2)c1ccc(Cl)cc1
 : -11	0.8	-10	8	7	1	-27	6
- CCCc1nnc(NC(=O)CCC(=O)N2CCN(Cc3ccccc3)CC2)s1
 : -17	-1.8	1	9	-29	0	9	1
- O=C(O)CCc1ccc(-c2ccccc2)n1-c1ccc(C(=O)O)cc1
 : 1	0.6	3	-2	8	0	0	-5
- Cc1ccccc1N/N=C/c1sc(=O)n(Cc2cccc(C(=O)O)c2)c1Cl
 : 8	4.0	21	0	-8	-1	-10	6
- O=C(NC1CCCCC1)c1cccs1
 : 5	-1.0	-5	15	-6	0	-10	-4
- C=C(C)C(=O)N1CC2(CC(c3cccc(NC(=O)/C(C)=C\C)c3)=NO2)C[C@H]1C(N)=O (stereo partly drawn)
 : -10	-0.1	-7	4	-11	6	0	2
- COc1ccc(N(CC(=O)NCc2ccc3c(c2)OCO3)C(=O)CCC(=O)Nc2ccccn2)cc1
 : -3	3.8	-6	10	7	2	4	-5
- CCn1ncc(/C=N\NC(=O)COc2cc(C)cc(C)c2)c1C
 : 6	0.6	-6	6	-7	-6	-10	-8
- CCN(CC)S(=O)(=O)c1ccc2oc(C(=O)NCCCN3CCOCC3)c(C)c2c1
 : -2	-0.3	10	-23	-12	-1	-8	2
- Cc1onc(-c2c(Cl)cccc2Cl)c1C(=O)O/N=C(\C#N)c1c(Cl)cccc1Cl
 : -4	0.5	8	10	-18	2	-16	-1
- O=C(Nc1sc2c(c1C(=O)NC1CC1)CCCCCC2)c1ccco1
 : -1	-0.5	9	-133	25	-1	-1	-6
- COc1cccc(NC(=O)CSc2nnc3ccc(-c4ccncc4)nn23)c1
 : -1	-4.0	-8	18	7	5	-5	0
- COc1cc(NC(=O)CSc2ncnc3sc4c(c23)CCC(C)C4)c(C(=O)O)cc1OC (stereo not drawn)
 : -1	-0.4	19	-5	-30	-2	3	9
- Cc1ccc(C)n1NC(=O)c1ccccc1Cl
 : -14	0.5	10	-3	-3	0	-15	-6
- O=C(Nc1ccc(F)c([N+](=O)[O-])c1)c1cccs1
 : -7	0.8	-6	6	6	0	12	-4
- O=C(c1ccc(F)cc1)c1cnc(Nc2ccccc2)s1
 : -3	0.3	-2	-467	10	-2	-31	-14
- CCC(CC)C(=O)OCC(=O)Nc1cccc(S(=O)(=O)N(C)c2ccccc2)c1
 : 6	0.6	-11	9	34	-12	9	-5
- CCCn1nc(C(=O)Oc2ccc3c(C)cc(=O)oc3c2)c2ccccc2c1=O
 : 3	0.5	6	-301	19	-1	14	-5
- Cc1cccc(N2N=C(C(=O)N3CC(=O)Nc4ccccc43)CCC2=O)c1
 : 4	-0.1	-11	-6	6	0	9	-6
- COCCOC(=O)C1=C(C)N(c2ccccc2)C(=O)NC1c1cccc([N+](=O)[O-])c1 (stereo not drawn)
 : 1	0.1	-5	14	8	0	8	15
- CC1CCCN(S(=O)(=O)c2ccc(NC(=O)C3CC(=O)N(c4ccccc4)C3)cc2)C1 (stereo not drawn)
 : -9	0.0	-8	-5	-9	-5	-23	2
- CCc1ccn2cc(-c3cc(-c4ccccc4)no3)nc2c1
 : 97*	1.1	-7	-355	32	-7	93*	-1
- CC(=O)n1nc(-c2cccnc2)nc1N
 : 0	0.1	1	13	-5	-2	-18	-10
- COc1ccc(NC(=O)c2oc3ccccc3c2NC(=O)COc2ccccc2OC)c(OC)c1
 : 5	0.2	-6	-14	10	0	-3	-10
- O=C(NCCCN1CCOCC1)c1ccc(N2CCOCC2)c([N+](=O)[O-])c1
 : -1	0.4	-8	6	8	3	-5	-2
- Cc1ccc(S(=O)(=O)/N=C2\C=C(Nc3cccc(C(=O)O)c3)C(=O)c3ccccc32)cc1
 : 64*	13	37	83*	67*	0	91*	45*
- CC[C@@H]1[C@H]2CCCC(=O)N3CC[C@@H](C[C@H]1O)[C@@H]23
 : 1	-2.6	-1	-5	-15	-1	-13	-5
- CCOC(=O)c1c(C)[nH]c(C(=O)COC(=O)C2CC2)c1C
 : -3	-0.7	-4	29	-4	.	-7	-4
- Cc1cccc2cc(CN(CCN(C)C)C(=S)NCc3ccco3)c(=O)[nH]c12
 : 7	-0.7	2	-8	19	-4	-16	-13
- CCCCn1c(N)c(N(C)C(=O)c2c(C)nn(-c3ccccc3)c2C)c(=O)[nH]c1=O
 : -7	0.8	-7	-8	5	2	-9	-1
- COc1ccc(N2CCN(C(=O)c3ccc(S(=O)(=O)N4CCCC4)cc3)CC2)cc1
 : -5	-1.8	-10	8	-1	0	-8	-3
- COc1ccc(C(CCN2CCOCC2)c2c(OC)cc(OC)c3ccc(=O)oc23)cc1 (stereo not drawn)
 : -13	-0.8	-10	-382	-3	-4	.	-3
- Nc1nc(Nc2ccc(Cl)cc2)nc(NCc2ccco2)c1[N+](=O)[O-]
 : 6	6.5	1	14	28	4	-14	3
- COc1ccc(NC(=O)N(C)C[C@H]2Oc3ccc(NC(=O)Cn4cnnn4)cc3C(=O)N([C@H](C)CO)C[C@@H]2C)cc1
 : -7	-2.8	-14	11	4	1	11	-7
- CS(=O)(=O)c1ccc(Cl)c(NC(=O)Cc2ccsc2)c1
 : 9	-1.0	-6	-7	11	-1	6	-3
- CCn1c(SCC(=O)N2CCCCC2)nc2c(c1=O)SCC2
 : 0	-1.7	-3	8	4	2	10	-5
- O=C(CSc1ncn(-c2ccccc2)n1)c1cccs1
 : -3	-0.7	-17	16	41	1	7	0
- COc1ccc([N+](=O)[O-])cc1-c1[nH]c(-c2ccc(C(=O)O)cc2)nc1-c1ccccc1
 : 1	0.1	-1	14	2	-6	4	-4
- Cc1ccc(S(=O)(=O)N2CCC(C(=O)Nc3ccc(S(=O)(=O)N4CCOCC4)cc3)CC2)cc1
 : .	-0.3	-17	6	10	-6	.	3
- O=C(OC1CCOC1=O)c1ccc(-c2nc3ccccc3s2)s1 (stereo not drawn)
 : 97*	2.7	-14	i	-13	3	98*	-5
- Cc1c(N2C(=O)c3ccc(F)cc3C2=O)c(=O)n(-c2ccccc2)n1C
 : 1	-1.7	-3	12	-7	1	10	-2
- COc1ccc2[nH]cc(CCN3C(=O)CCC3=O)c2c1
 : 1	-1.2	1	11	-9	1	7	-5
- CCCOC(=O)Cc1n[nH]c(=O)[nH]c1=O
 : 7	-0.5	-6	18	-15	1	-26	-5

# Grouped by structure, those above containing bromine.
# Screens in order: SENP7 block	MPTP inh	ATG4B inh	SENP8 block	PfG6PD inh	GRIN3A LBD mod	SENP6 block	HKDC1 inhibitor
- S=c1nc(-c2ccccc2Br)[nH][nH]1
 : 6	-0.3	-4	3	9	0	-14	-8
- CCn1c(CNC(=O)c2ccco2)nnc1SCC(=O)Nc1cc(C)c(C)cc1Br
 : -9	3.1	-5	12	2	-3	-1	-10

# Other compounds follow.
# Screens in order: SENP7 block	MPTP inh	ATG4B inh	SENP8 block	PfG6PD inh	GRIN3A LBD mod	SENP6 block	HKDC1 inhibitor
- Cc1ccc(CCC(=O)Nc2ccc(C)c(C)c2)o1
 : 16	-0.3	5	13	-1	1	-3	-4
- COc1cc(OC)cc(C(=O)NCCNC(=O)c2ccccn2)c1
 : 2	-2.1	-7	8	-13	-8	-2	1
- O=C(Cc1cn2ccsc2n1)Nc1ccccc1Oc1ccccc1
 : 7	-1.2	0	14	1	-2	3	-9
- O=c1oc2ccccc2cc1-c1csc(NN=C2CCCC2)n1
 : -1	4.7	29	-296	7	-7	-25	-6
- CC(C)CN(C(=O)CCCc1nc2ccccc2c(=O)[nH]1)c1c(N)n(Cc2ccccc2)c(=O)[nH]c1=O
 : 10	-0.8	-2	-8	-5	1	-13	-3
- COc1cc(CNC2CCCCCCC2)cc(Br)c1OCC#N
 : 2	0.8	-5	27	0	-1	-2	-2
- CCCCn1c(CCCNC(=O)CC)nc2ccccc21
 : 7	-0.4	-9	11	1	-3	-12	-6
- CNCCOc1ccc(Cl)c(Cl)c1
 : 2	-0.2	0	10	3	1	3	-2
- CCO[C@H]1OC(C(=O)NC2CC2)=C[C@@H](c2coc3ccccc3c2=O)[C@@H]1CCCO
 : 13	-0.1	-10	2	5	-1	-2	-1
- O=C(NCCN1CCOCC1)c1ccc2c(c1)N(Cc1cccc(F)c1)C(=O)c1ccccc1S2
 : -3	-0.6	5	14	3	-2	-20	0
- O=C1NC(=O)/C(=C\c2ccc(Br)o2)S1
 : 2	1.9	2	-32	-5	2	55*	8
- CCCn1nnc(NC(=O)COc2ccc(CC)cc2)n1
 : 6	-2.5	0	15	-10	-1	1	-5
- COc1ccc(C(=O)N/N=C/c2c[nH]c3ccccc23)cc1
 : -1	-0.6	-9	-50	7	37*	13	-1
- Nc1nn(-c2ccccc2)c(N)c1N=Nc1ccccc1
 : 6	2.4	45*	22	12	-8	37	-10
- O=C(NNC(=O)C1CCN(S(=O)(=O)c2cccc(Cl)c2)CC1)C1CC1
 : -4	-0.4	-2	26	6	0	-11	-5
- CC(C)(C)C1CCC(=NNC(=O)c2cc(-c3ccccc3)n[nH]2)CC1 (stereo not drawn)
 : -7	0.9	-6	14	-8	-5	-39	2
- O=C(N/N=C/c1ccccc1C(=O)O)c1ccccc1Br
 : -2	-0.1	-11	7	-3	2	9	0
- CC(OC(=O)c1ccc(OCC2CCCO2)cc1)C(=O)N(C)Cc1ccccc1 (stereo not drawn)
 : -5	0.6	-6	10	-2	0	-12	1
